BoNT-A LC inh2 – blocks Botulinum neurotoxin A light chain protease | AID 588499 | multiplex microsphere protease substrate cleavage, flow cytometry | inhibition, % at 10 µM | actives 0.17% (n = 360,000); also: plate controls were buffer without enzyme for full effect and enzyme alone for no effect
PfHsp40 yeast – compounds rescuing yeast from Plasmodium falciparum HSP40 toxicity. S. cerevisiae expressing PfHsp40, growth rescue, ATP luminescence. growth rescue, % at 12.5 µM. actives 0.68% (n = 340,000). AID 504582; in the data active = growth rescue above about 28%, passing the limit was not always enough; inconclusive = no clear call, values can overlap the other calls;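 also: yeast W303a lacking pdr1 and pdr3 grown in galactose medium; growth measured after three days at 30 °C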
TcdB GH inh – TcdB glycohydrolase inhibition; TcdB glycohydrolase enzymatic assay, plate reader; inhibition, % at 9.99 µM; actives 0.24% (n = 350,000); AID 652162; in the data active = inhibition above about 10%
Anthrax LF inh2 – anthrax lethal factor protease inhibition; P15917; multiplex microsphere protease cleavage assay, LF; inhibition, % at 10 µM; actives 0.12% (n = 360,000); AID 588501; also: plate controls were buffer without enzyme for full effect and enzyme alone for no effect
Target sequence (P15917 whole entry, looked up): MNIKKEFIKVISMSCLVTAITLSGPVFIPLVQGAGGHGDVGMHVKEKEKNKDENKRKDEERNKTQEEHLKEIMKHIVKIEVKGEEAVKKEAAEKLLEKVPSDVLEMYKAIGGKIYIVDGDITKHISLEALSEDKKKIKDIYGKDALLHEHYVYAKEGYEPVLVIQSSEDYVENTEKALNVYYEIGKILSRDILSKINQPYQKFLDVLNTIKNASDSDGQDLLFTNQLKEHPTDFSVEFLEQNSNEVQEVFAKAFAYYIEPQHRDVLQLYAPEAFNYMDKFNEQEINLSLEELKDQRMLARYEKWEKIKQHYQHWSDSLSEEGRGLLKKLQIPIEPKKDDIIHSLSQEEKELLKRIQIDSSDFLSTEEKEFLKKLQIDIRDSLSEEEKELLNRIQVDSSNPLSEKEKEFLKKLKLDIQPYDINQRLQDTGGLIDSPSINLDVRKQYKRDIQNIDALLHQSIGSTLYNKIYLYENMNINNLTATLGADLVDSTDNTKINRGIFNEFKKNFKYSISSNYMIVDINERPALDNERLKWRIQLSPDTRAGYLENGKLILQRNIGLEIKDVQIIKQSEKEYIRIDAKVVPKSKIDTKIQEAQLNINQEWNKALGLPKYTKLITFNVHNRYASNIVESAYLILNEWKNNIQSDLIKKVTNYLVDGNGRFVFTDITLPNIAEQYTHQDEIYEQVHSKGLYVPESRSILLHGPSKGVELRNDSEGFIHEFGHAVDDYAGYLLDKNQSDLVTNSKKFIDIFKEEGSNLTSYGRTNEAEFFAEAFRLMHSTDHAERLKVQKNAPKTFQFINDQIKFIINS
Y pestis TopoI – Y. pestis Topo-I inhibition via cleavage products. actives 0.064% (n = 360,000). activity, % at 10 µM. Y. pestis Topo-I cleavage product accumulation, plate reader. AID 504884; in the data active = activity above about 50%, passing the limit was not always enough; inconclusive = no clear call, values can overlap the other calls; also: inactives centre near 2
SSB-PriA inh – K. pneumoniae PriA-SSBct interaction inhibition. AlphaScreen SSBct-PriA binding, biotinylated peptide. inhibition, % at 33 µM. actives 0.6% (n = 430,000). AID 1272365; in the data active = inhibition mostly above about 37%, no sharp cut-off; inactive = mostly below about 20%;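 also: plate controls were negative control peptide for no effect and reference peptide for full effect; strong numbers were not always called active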
PrPC TRFRET – inhibitors of human cell surface prion protein PrPC. inhibition, % at 13.8 µM. actives 0.43% (n = 370,000). P04156. TR-FRET read-out. AID 720596; in the data active = inhibition above about 24%; also: 0% = median of the test wells and 100% = reference compound wells
SARS 3CLpro inh – SARS-CoV 3CLpro protease inhibition; actives 0.14% (n = 290,000); inhibition, % at 6 µM; recombinant SARS-CoV 3CLpro, quenched FRET peptide cleavage; AID 1706; P0C6X7; in the data active = inhibition above about 12%
BH1578 lux ind – quorum light induction in luxS cqsA deficient V. cholerae. V. cholerae BH1578 lux reporter, luminescence, 6 h. activation, % at 18.7 µM. actives 0.16% (n = 350,000); in the data active = activation mostly above about 9.7%, no sharp cut-off; inconclusive = no clear call, values can overlap the other calls; inactive = mostly below about 3.7%; also: not every result past the cut was called active; inactives centre near 0; reference of the scale not given here
* hit, by the source's call; i = inactive; ? = inconclusive; . = no result given; & = joins results of further samples. Rule as the data show it, unless noted: active = inhibition above about 30%; inconclusive = no clear call, values can overlap the other calls; inactive = below that. This is a subset (hit frequency here may not be typical).

SMILES	BoNT-A LC inh2	PfHsp40 yeast	TcdB GH inh	Anthrax LF inh2	Y pestis TopoI	SSB-PriA inh	PrPC TRFRET	SARS 3CLpro inh	BH1578 lux ind
C=CCN(CC=C)C(=O)Cc1ccc(F)cc1	0.3	-1.5	.	-6	10	-16	4	1	.
O=C(c1ccc(Cn2cc(Br)cn2)cc1)N1N=C(C(F)F)CC1(O)C(F)F (stereo not drawn)	0.6	0.4	-0.6	0	-3	-18	-2	-2	-2.2
CNc1nc(Nc2ccc(C)c(Cl)c2)c2cnn(C)c2n1	-0.5	0.3	0.9	3	0	3	4	3	i
CC1(C)O[C@@H]2[C@H](O1)[C@@H](CO)O[C@H]2n1c(N2CCCCC2)nc2c(N)ncnc21	0.1	-0.1	1.3	-3	7	-1	8	.	i
CCOC(=O)CNc1nc(OCC#N)nc(N2CCOCC2)n1	0.1	0.9	.	-2	2	2	-3	-4	.
COc1cccc2c1C1COC3C4CC(C(=O)O)C(C(C2)N13)N4C (stereo not drawn)	-0.2	-0.8	-1.5	-7	-3	-17	4	.	i
O=C(NN=Cc1ccc(OC(F)F)cc1)c1ccc(NS(=O)(=O)c2cccs2)cc1	-0.4	0.2	-2.9	-6	-7	1	-2	.	0.1
Cn1c(-c2ccccc2F)cc2onc(-c3ccccc3)c2c1=O	-0.3	0.1	0.5	2	21	-25	-5	.	-0.3
COC(=O)c1c(C)nc(C)c(C(=O)OC)c1-c1ccc(OC)c(OC)c1	-0.9	1.6	-0.9	-5	2	-9	-4	-2	-1.5
COc1ccc(NC(=O)CSc2nc3ccccc3c(=O)n2CCCC(=O)NCC2CCCO2)c(OC)c1 (stereo not drawn)	1.7	-0.7	2.5	2	19	-21	-2	3	-2.9
C=C(C)COc1ccc2c(C)c(CC(=O)N3C[C@H]4C[C@@H](C3)c3cccc(=O)n3C4)c(=O)oc2c1C	-1.1	0.0	-1.2	-2	13	.	3	-6	-0.4
Cc1cc(C)n(-c2ccc(NC(=O)C3CCCCN3C(=O)c3cc(C)oc3C)cc2)n1 (stereo not drawn)	-1.2	-1.9	1.1	-2	30	11	-3	2	-0.3
Cc1ccccc1OCCC(=O)N1CCN(S(=O)(=O)c2ccc(F)cc2)CC1	-2.1	1.0	1.3	0	28	0	6	-1	-0.3
O=C(Cc1cccc(C(F)(F)F)c1)Nc1ccc(S(=O)(=O)N2CCCC2)cc1	-3.2	1.2	0.4	1	8	-10	9	.	-0.7
COC(=O)c1cc(C(=O)OCC(=O)c2ccc[nH]2)cc([N+](=O)[O-])c1	0.1	-1.1	1.4	-6	-5	7	-16	.	-0.7
CO/N=C/C(c1ccc(Cl)nc1)S(=O)(=O)c1ccccc1 (stereo not drawn)	0.8	-2.0	0.9	-1	5	.	2	1	0.0
COc1cc(CN2CCc3ccccc3C2)ccc1O	0.0	2.5	1.6	0	-6	0	-3	2	-0.5
COc1ccc(CN2C(=O)C(=O)N(CC(N)=O)C2=O)cc1	1.8	0.2	-0.1	5	2	-11	-3	-4	-0.2
COc1ccc(N=C2C(=Nc3ccc(OC)cc3)N(c3ccc(N(C)C)cc3)C(=S)N2c2ccc(OC)cc2)cc1	-1.3	-1.0	-0.2	-7	4	18	2	-1	1.4
CCOC(=O)c1c(C)c(C#N)c2c3ccccc3ccn12	-0.5	0.7	.	-2	0	-5	0	-8	i
NS(=O)(=O)c1ccc(CCNc2cc(=O)n(Cc3ccc(F)cc3)c(=O)[nH]2)cc1	-0.1	-0.2	.	-4	-3	-14	0	4	i
Cc1ccc(-n2c(C)nc3c(cnn3-c3ccccc3Cl)c2=O)cc1C	-1.7	-1.4	.	1	-4	4	6	-2	i
CC(C)[C@H](NS(=O)(=O)c1ccc2c(c1)OCCO2)C(=O)OCC(=O)Nc1cccc(Cl)c1Cl	1.0	-0.2	.	0	18	-13	5	0	4.5
CCN1CCc2c(OCC(=O)N3CCC(C)CC3)cccc2C1=O	0.2	0.2	-0.5	-5	7	1	6	-2	-0.4
CCC(NC(=O)NCc1ccccc1)(C(F)(F)F)C(F)(F)F	-0.2	1.4	1.0	3	0	-10	5	3	-0.3
CC1CCCCN1C(=O)C(=O)c1cn(CC(=O)N2CCCCCC2)c2ccccc12 (stereo not drawn)	12	1.5	0.7	19	3	-16	15	1	-0.4
CCOC(=O)c1cccc(-n2c(C)cc(C=O)c2C)c1	0.2	-1.7	.	0	-1	-5	-2	4	-0.2
Cc1nn(-c2ccc(Cl)cn2)c2c1C(=O)CC(C)(C)C2Br (stereo not drawn)	-0.6	-0.8	-0.6	-1	27	9	-1	.	1.1
Clc1ccc2c(c1)C1=C(C(c3ccncc3)O2)C(c2ccc(Br)cc2)n2ncnc2N1 (stereo not drawn)	7.5	0.0	.	-15	24	-4	4	2	2.0
NCCCC[C@H]1CNC(=O)C(=O)N1CC1CCCCC1	-0.5	0.8	-1.9	-4	-2	11	-3	.	i

In a second layout: 3 of the compounds above.
Results follow in this order: BoNT-A LC inh2	PfHsp40 yeast	TcdB GH inh	Anthrax LF inh2	Y pestis TopoI	SSB-PriA inh	PrPC TRFRET	SARS 3CLpro inh	BH1578 lux ind
> CCN1CCc2c(OCC(=O)N3CCC(C)CC3)cccc2C1=O
→ 0.2	0.2	-0.5	-5	7	1	6	-2	-0.4
> Cc1nn(-c2ccc(Cl)cn2)c2c1C(=O)CC(C)(C)C2Br (stereo not drawn)
→ -0.6	-0.8	-0.6	-1	27	9	-1	.	1.1
> CC(C)[C@H](NS(=O)(=O)c1ccc2c(c1)OCCO2)C(=O)OCC(=O)Nc1cccc(Cl)c1Cl
→ 1.0	-0.2	.	0	18	-13	5	0	4.5

Copied from the entries so far, two compounds:
SMILES	BoNT-A LC inh2	PfHsp40 yeast	TcdB GH inh	Anthrax LF inh2	Y pestis TopoI	SSB-PriA inh	PrPC TRFRET	SARS 3CLpro inh	BH1578 lux ind
Clc1ccc2c(c1)C1=C(C(c3ccncc3)O2)C(c2ccc(Br)cc2)n2ncnc2N1 (stereo not drawn)	7.5	0.0	.	-15	24	-4	4	2	2.0
NCCCC[C@H]1CNC(=O)C(=O)N1CC1CCCCC1	-0.5	0.8	-1.9	-4	-2	11	-3	.	i

More results follow.
SMILES	BoNT-A LC inh2	PfHsp40 yeast	TcdB GH inh	Anthrax LF inh2	Y pestis TopoI	SSB-PriA inh	PrPC TRFRET	SARS 3CLpro inh	BH1578 lux ind
CCOC(=O)N1CCN(Cc2nc3c(c(=O)n(C)c(=O)n3C)n2CCC(C)C)CC1	0.7	-0.5	1.9	3	26	-11	0	-3	-0.3
O=C1CCC[C@@H]2Cc3nc4ccccc4cc3[C@@H]3CCN1[C@H]23	0.2	-0.1	-2.1	-4	0	2	-3	.	i
COc1ccc(NCc2ccccc2[N+](=O)[O-])cc1OC	-0.4	0.8	.	-4	8	37	-8	1	-0.4
Cc1oc(S(=O)(=O)N(C)C)cc1C(=O)Nc1ccc(F)cc1	.	-1.6	0.9	.	-2	-1	3	-5	-0.8
COC(=O)C1(S(=O)(=O)C2(C(=O)OC)CCCC2)CCCC1	?	-0.4	.	0	3	-4	1	-5	2.2
COc1ccc(CCNC(=O)C2CC(c3ccccc3F)=NO2)cc1 (stereo not drawn)	-0.2	-0.2	.	-3	2	-18	-2	.	-0.3
Cc1cc(S(=O)(=O)Nc2cccnc2)c(C)s1	-0.6	1.4	.	0	-6	-13	-2	-10	i
Cc1ccc(C(=O)N/C(=C\c2cn(S(=O)(=O)N(C)C)c3ccccc23)C(=O)NCCCN2CCOCC2)cc1	-1.0	0.7	1.4	-4	2	2	-15	-3	-0.7
COc1cc(OC)cc(C(=O)Nc2sc3c(c2C(N)=O)CCC3)c1	-2.6	1.1	1.0	-10	-5	-8	0	-3	-0.3
C=CCN(CC=C)C(=S)NC(=O)/C=C/c1ccccc1	-0.6	0.8	.	-1	1	-10	-5	-2	-0.3
COc1cccc(C(=O)c2cn(CC(=O)NCc3ccco3)c3nc(C)ccc3c2=O)c1	0.3	1.5	1.0	-2	7	-5	-3	-6	-0.6
CC(=O)N1N=C(c2cccs2)CC1c1cccs1 (stereo not drawn)	-1.0	0.3	0.3	2	-5	-14	5	-4	i
O=C(CN1CCN(C(=O)C2CCCO2)CC1)Nc1c(Cl)cccc1Cl (stereo not drawn)	-0.9	0.8	0.6	0	0	-15	5	0	i
CC(C)NCCOc1cccc(Br)c1	.	0.1	.	.	-4	-3	-5	2	-0.5
CCCC1=Nc2cc(C(=O)N3CCCC3)ccc2Sc2ccc(C)cc21	-1.8	-0.1	1.0	0	29	11	6	6	-0.4
CC(=O)NC1C(=O)N(CC(C)C)c2ccccc21 (stereo not drawn)	-5.0	-0.4	.	1	2	-4	-4	3	-5.3
CN(C)c1ccc(C(=O)OCC(=O)Nc2cccc(S(=O)(=O)N3CCCC3)c2)cc1	-0.9	1.1	0.1	-3	29	11	8	.	-1.2
CCOC(=O)CCc1c(C)nc(-n2[nH]c(C)c(CCO)c2=O)[nH]c1=O	0.1	-0.8	-0.6	-3	3	6	-2	0	0.1
Nc1nnc(SCC(=O)NC2CCCc3ccccc32)s1 (stereo not drawn)	0.8	0.9	0.2	1	2	5	5	3	i
Cc1cccc(C)c1NC(=S)NCCc1ccccn1	0.7	-0.2	.	-2	-3	-14	4	4	i
COc1ccc(S(=O)(=O)NC(=O)C2(C)CCN2C(=O)C2CCCCC2)cc1OC (stereo not drawn)	-0.2	.	-2.4	-2	4	.	11	.	-0.4
CC1CC(OC(=O)c2ccccc2)CC(C)N1C (stereo not drawn)	0.5	-0.5	.	0	1	-6	4	8	-0.4
CC1CCC(NC(=O)c2ccc(Br)o2)CC1 (stereo not drawn)	-0.4	.	1.5	2	4	.	-6	.	-0.5
CC(C)C(=O)Nc1cc(=O)[nH]c2ncnn12	2.9	-0.1	.	5	-5	4	4	1	i
CC(C)(O)CNC(=O)C(Cc1ccccc1)N1C(=O)c2ccccc2C1=O (stereo not drawn)	-1.2	0.0	1.1	-8	-2	-5	1	-1	0.6
Cc1c(Cl)cccc1NC(=O)CNC(=O)Cc1c[nH]c2ccccc12	0.1	0.5	-2.3	5	-2	-4	7	.	i
COC(=O)C1CCN(C(=O)c2cc(-c3ccco3)nc3ccccc23)CC1	1.1	-0.1	-1.2	-4	-11	6	-8	.	0.8
CCN1C(=O)/C(=C2/Sc3ccccc3N2CC)SC1=S	0.6	-2.9	1.1	-12	5	-13	3	0	-0.3
CCC(=O)c1c(O)n(C2CCCCCC2)c(=O)[nH]c1=O	-0.2	81*	.	-6	-4	-2	1	-2	i
CCCCN(C)C(=O)c1nc2ccccn2c1CNCCCn1ncc2ccccc21	-0.1	1.0	0.7	-2	18	-5	-11	0	-0.1
Cc1ccc2nc(-c3cccc(N)c3)[nH]c2c1	1.6	-1.8	.	-1	-5	6	1	-3	-0.6
Cc1ccc(N(CCC(=O)O)S(=O)(=O)c2ccccc2)cc1	0.2	0.0	.	2	0	7	5	-4	-0.3
O=C(Nc1ccc(S(=O)(=O)N2CCOCC2)cc1)c1cccnc1	-3.2	-0.4	2.3	6	-7	-23&-11	9	-1	-1.2
COc1cccc(CNC(=O)C2(C)Oc3ccccc3NC2=O)c1 (stereo not drawn)	-0.4	0.4	.	0	2	-16	-8	-1	11
Cc1cc(C)n(-c2ccc(F)cc2)c(=O)c1C(=O)O	0.7	-0.1	.	-2	0	-6	1	-2	i
CCCCc1nc(SCc2ccc([N+](=O)[O-])cc2)n[nH]1	-1.1	-0.5	3.9	10	-4	-5	-7	-1	i
O=C(O)c1ccc(S(=O)(=O)Nc2ccc(O)c(Sc3nc4ccccc4s3)c2)cc1	-0.4	1.0	0.5	-1	5	-4	-2	1	-0.3
O=C(OCc1nnc(-c2ccc(Cl)cc2)o1)c1ccc(=O)n(Cc2ccccc2)n1	0.5	-0.8	.	-3	1	-18	-5	-2	-2.1
C[C@H]1NC(=O)[C@@]2(C)[C@H](c3ccccc3)[C@H]3COc4ccccc4[C@@H]3N2C1=O	-0.2	-0.5	1.4	-4	3	-3	3	.	i
Cn1c(N)c(C(=O)CSc2n[nH]c(N)n2)c(=O)n(C)c1=O	-2.3	-1.1	2.0	-3	-2	3	3	.	i
O=C1NC2(CCCCCC2)C(=O)N1Cc1ccc(F)cc1Cl	0.5	0.2	2.3	-3	3	0	-1	5	-0.5
Cc1ccc(/C=C2\Oc3c(ccc(O)c3CN3CCN(C)CC3)C2=O)cc1	0.8	0.1	.	1	1	-12	-29	4	3.6
